Tau fluor counter – counter-screen for tau fibril formation inhibitors | Potency, µM (doses to about 57.7 µM), without a hit: top-dose activity change, negative = decrease | actives 0.93% (n = 280,000) | AID 1463 | tau K18 P301L (four-repeat tau fragment) Alexa594 fluorescence, heparin fibrillization; also: % is scaled to controls: 0 for no effect and ±100 for the full control effect; nearly all actives have a fitted effect of over 55% in size
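Human K18 P301L tau (15 uM unlabeled plus 0.24 uM Alexa 594-labeled, final) in 100 mM sodium acetate pH 7 was mixed with compound and 20 uM heparin and incubated 6 hr at 37 C.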
Epigenetic derep – regulators of epigenetic silencing causing reporter derepression in mouse cells | AID 1865 | murine LDR cells, GFP reporter derepression, 30 h | actives 0.2% (n = 280,000) | Potency, µM (titrated, usually from 53.9 µM), for the others: top-dose GFP activation, actives largely listed as activators; also: % of control where 0% means no effect; nearly all actives have a fitted effect of over 60% in size
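GFP-positive cell count by laser-scanning cytometry (objects 20–120 um) after 30 h, 37 C compound exposure of murine LDR cells; reporter is CMV-GFP integrated at a silenced locus, inducible by HDAC or DNMT inhibitors.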
An asterisk follows results filed as active; ? = inconclusive; [ ] = another dose, or the depositor's remark. Calls follow the shape of the dose curve; as a rule, active = well fitted curve in the direction sought with a large enough effect; inconclusive = small, poorly fitted or top-dose-only effect, or another doubt; inactive = no such curve, though single readings can be large; an effect the other way counts as inactive or inconclusive. Potency is read from the fitted curve at half-maximal effect. These rows are one share of the data, so the mix of outcomes need not match the whole.

no.	SMILES	Epigenetic derep	Tau fluor counter
1	CC(C)(C)C(=O)Nc1c(C(=O)N2CCN(c3ccc(F)cc3)CC2)oc2ccccc12	-1.3%	-20%
2	COc1cccc(CNC(=O)c2cc(Sc3cccc(Cl)c3)nc3ccccc23)c1	-1.2%	-18%
3	CCCNC(=O)c1ccccc1NC(=O)c1nsc2ccccc12	-1.4%	-6%
4	Cc1ccc(-n2nc(C)c3nc(CCC(=O)Nc4cccc(C)c4C)c(=O)n(C)c32)cc1	-1.7%	11%
5	CC(C)Oc1ccc(CNS(=O)(=O)c2ccc(-c3cc(C(F)(F)F)on3)s2)cc1	1.7%	-2%
6	Cc1oc2ncn(C)c(=O)c2c1C(=O)NCc1ccc(Cl)cc1	-1.3%	-11%
7	Cc1ccc(S(=O)(=O)NCC2CCC(C(=O)N(C)Cc3ccccc3)CC2)cc1 (centres undefined)	-0.2%	-15%
8	Cc1ccc(-n2nc3c(=O)n(CC(=O)NCCC(C)C)nc(C)c3c2C)cc1	-4.1%	1%
9	O=C(CCn1cccn1)Nc1ccc(Br)cc1F	0.8%	2%
10	CCN(CC)S(=O)(=O)c1ccc2c(c1)nc(CN(C)C(=O)Nc1ccc(Cl)cc1)n2C	-3.0%	-15%
11	CCOC(=O)c1c(C)oc2ncnc(Nc3cc(Cl)ccc3OC)c12	-0.4%	1%
12	O=C(Nc1cnc(N2CCC(N3CCCCC3)CC2)c(C(=O)O)c1)c1ccc(Br)cc1	-1.3%	2%
13	Cc1ccc(C)c(N2CCN(C(=O)C3CCN(c4nc5ccc(C)cc5[nH]4)CC3)CC2)c1	0.6%	?
14	CCC(Sc1nc2cc3c(cc2c(=O)n1CCCCCC(=O)NCc1ccc2c(c1)OCO2)OCO3)C(=O)NCCCOC (centres undefined)	-1.3%	-3%
15	Cc1cc(C)cc(N2C(=O)N(Cc3cc(=O)n4ccccc4n3)c3ccccc3S2(=O)=O)c1	3.9%	-14%
16	CCOC(=O)C(Cc1c[nH]c2ccccc12)NC(=O)COc1ccc(Cl)cc1 (centres undefined)	-1.6%	?
17	COc1ccc(C(=O)CSc2c(C(C)C)cnc3c2c(=O)n(C)c(=O)n3C)cc1	-2.7%	-15%
18	COc1ccc(C(CC(=O)Nc2ccc(C)c(C)c2)N2Cc3ccccc3C2=O)cc1OC (centres undefined)	-2.5%	-17%
19	Cc1cc2ccccc2n1-c1ccc(C(=O)N2CCCCC2)s1	0.2%	-2%
20	CCN(c1ccc(OC)cc1)S(=O)(=O)c1ccc2[nH]c3c(c2c1)CCCCC3	-1.3%	10µM*[quencher]
21	CC(=O)c1ccc(NC(=O)CSc2nc3c(=O)n(C)c(=O)n(C)c3n2C)cc1	2.8%	4%
22	COc1ccc(-c2nn3c(=O)cc(CN4CCN(S(=O)(=O)c5ccc(C)cc5)CC4)nc3s2)cc1	0.1%	-16%
23	Cc1ccc(CSc2nc(-c3ccc(C(C)(C)C)cc3)nc3cc(=O)[nH]n23)cc1	-3.4%	1%
24	CC(=O)N1CCCc2cc(S(=O)(=O)N3CCCCC3)ccc21	2.2%	1%
25	CC1=C(c2ccc(C(C)C)cc2)S(=O)(=O)N=C1N1CCC(C(=O)NCc2ccco2)CC1	0.8%	-1%
26	COc1ccc(C)c2sc(NC(=O)c3ccc(S(=O)(=O)N4CCOCC4)cc3)nc12	4.1%	?
27	CCCCOC(=O)c1ccc(Nc2nnc(-n3nc(C)cc3C)c3ccccc23)cc1	-0.3%	?
28	COC(=O)C1CCN(S(=O)(=O)c2cc3c4c(c2)C(C)C(=O)N4CCC3)CC1 (centres undefined)	-1.2%	0%
29	Cc1cccc(CNC(=O)CN2C(=O)CSc3c2c(C)nn3-c2ccccc2)c1	2.9%	-8%
30	CN1C(=O)Cc2cc(S(=O)(=O)CCC(=O)Nc3ccc(F)c(Cl)c3)ccc21	-3.6%	-28%
31	CCc1cccc(N2C(=O)N(CC(=O)NCc3cccc(OC)c3OC)c3ccccc3S2(=O)=O)c1	0.8%	-13%
32	Cc1ccc(NC(=O)C2CCN(S(=O)(=O)c3ccc4[nH]c5c(c4c3)CCCCC5)CC2)cc1	-2.9%	?
33	Cc1cc(C)cc(-n2c(SCC(=O)N3CCCC3)nc3c([nH]c4ccccc43)c2=O)c1	2.2%	1%
34	O=C(CCNS(=O)(=O)c1ccc2c(c1)CCN2C(=O)C1CC1)N1CCN(c2ccc(F)cc2)CC1	1.4%	-4%
35	Cc1ccc(NC(=O)c2ccc(NC(=O)N3CCSc4ncccc43)cc2)c(C)c1	-1.9%	-8%
36	Clc1ccc(N2CCN(c3ncnc4c3cnn4-c3ccccc3)CC2)cc1Cl	-1.3%	-22%
37	CCc1ccccc1NC(=O)Cn1c2ncccc2c(=O)n1-c1ccccc1	6.9%	-9%
38	Cc1ccc(N(C)S(=O)(=O)c2ccc3c(c2)C(C)(C)C(=O)N3C)cc1C	1.8%	-15%
39	Cc1cccc(CNC(=O)Cn2nc(C)c3nn(-c4ccc(Cl)cc4)c(C)c3c2=O)c1	4.9%	2%
40	CCc1c(C)sc2c1CCN(Cc1ccccc1F)C2c1ccccc1 (centres undefined)	0.7%	-12%
41	O=C(Nc1ccccc1C(=O)OCc1cc(=O)n2ccsc2n1)c1ccc(Cl)cc1	-3.3%	-7%
42	Cc1c(-c2cccc(NC(=O)Nc3ccccc3)c2)nc2ncccn12	1.4%	?
43	COC(=O)c1ccc2c(c1)N(Cc1ccccc1)C(=O)c1ccccc1S2(=O)=O	4.1%	-23%
44	CCN(C(=O)c1cnc(N2CCOCC2)c2ccccc12)c1cc(C)ccc1C	0.0%	1%
45	Cc1ccc(-c2nc(CCNC(=O)C(=O)Nc3ccc(C)c(Cl)c3)cs2)cc1	0.0%	6%
46	O=S(=O)(Nc1cc(F)ccc1F)c1ccc2[nH]c3c(c2c1)CCCCC3	-1.1%	13µM*[quencher]
47	COc1cccc(C2=C(C(C)=O)Sc3nnc(C4CCCCC4)n3N2C(C)=O)c1	4.7%	-13%
48	CC(C)c1nn2c(=O)cc(COC(=O)c3ccc4c(c3)OCO4)nc2s1	2.5%	1%
49	CCc1nc(-c2ccc(C)c(S(=O)(=O)N3CCN(c4ccc(C(C)=O)cc4)CC3)c2)no1	-0.5%	-11%
50	COc1ccc(C(=O)CC2(O)C(=O)Nc3c(C)cccc32)c(OC)c1OC (centres undefined)	0.0%	3%

Brought forward from above: 4 compounds; new compounds follow.
no.	SMILES	Epigenetic derep	Tau fluor counter
47	COc1cccc(C2=C(C(C)=O)Sc3nnc(C4CCCCC4)n3N2C(C)=O)c1	4.7%	-13%
48	CC(C)c1nn2c(=O)cc(COC(=O)c3ccc4c(c3)OCO4)nc2s1	2.5%	1%
49	CCc1nc(-c2ccc(C)c(S(=O)(=O)N3CCN(c4ccc(C(C)=O)cc4)CC3)c2)no1	-0.5%	-11%
50	COc1ccc(C(=O)CC2(O)C(=O)Nc3c(C)cccc32)c(OC)c1OC (centres undefined)	0.0%	3%
51	CCc1ccc(NC(=O)CN2CCN(C3CCCCC3)C(=O)C2=O)cc1	-2.6%	9%
52	COc1ccc(C(=O)CN2CCN(S(=O)(=O)c3ccc(F)cc3)CC2)cc1	9.0%	-13%
53	Cc1ccc(C(=O)n2nc(C)c(S(=O)(=O)N3CCOCC3)c2C)cc1C	0.0%	4%
54	CCc1ccccc1NC(=O)CCCN1C(=O)CCn2nc(-c3cn(C)c4ccccc34)cc21	1.7%	-28%
55	O=C(CSc1nc(-c2ccccc2)nc2cc(=O)[nH]n12)Nc1ccccc1	-1.1%	4%
56	COc1cccc(C2c3c(oc4ccc(C)cc4c3=O)C(=O)N2CCCN2CCOCC2)c1OC (centres undefined)	4.4%	-4%
57	CCOc1ccc(CCNC(=O)c2sc3ncccc3c2-n2cccc2)cc1OCC	0.0%	-11%
58	COc1ccccc1NC(=O)CSc1nnc(NC(=O)Nc2ccc(C)cc2)s1	-0.1%	?
59	Cc1nc(N2CCCC2)c2c(C(=O)Nc3cccc(Cl)c3)c(C)oc2n1	-0.4%	-3%
60	Cc1cc(C)cc(N2C(=O)N(CC(=O)c3ccc(Br)cc3)c3ccccc3S2(=O)=O)c1	0.8%	-1%
61	Cc1cc(C(=O)NCc2ccccc2C)c2c(C)nn(-c3cccc(F)c3)c2n1	0.0%	-14%
62	CCc1ccc(NC(=O)CSC2=Nc3ccccc3C3=NC(CCC(=O)NCc4ccco4)C(=O)N23)cc1 (centres undefined)	-1.3%	7%
63	Cc1ccc(NC(=O)Cn2c(=O)ccc3cc(S(=O)(=O)N4CCCC4)ccc32)cc1N(C)C	1.4%	?
64	CCOc1ccccc1CNS(=O)(=O)c1cc2c(cc1C)NC(=O)CO2	-1.1%	-14%
65	Cc1ccc(Cn2c(SCC(=O)NCc3ccc(Cl)cc3)nc3ccsc3c2=O)cc1	-0.4%	9%
66	COc1ccc(CNC(=O)c2cnn(-c3ccc(C)cc3)c2-n2cccc2)cc1OC	0.0%	-9%
67	COc1cc(NC(=O)Cn2ncc3c([nH]c4ccc(C)cc43)c2=O)cc(OC)c1OC	-1.3%	-5%
68	Cc1c(Cl)ccc2sc(N3CCN(C(=O)CCS(=O)(=O)c4ccc(F)cc4)CC3)nc12	0.0%	-17%
69	Cc1ccc(C2C(=O)N(C3CCCCCC3)CC(=O)N2C(C)C)cc1 (centres undefined)	3.2%	-11%
70	Cc1ccc2nc(CN3CCN(S(=O)(=O)c4ccc(C)c(C)c4)CC3)oc2c1	-5.3%	1%
71	Cc1cc(=O)n(Cc2cccc(Cl)c2)c2c1c(C)nn2-c1ccccc1	1.5%	-11%
72	COc1ccc(N2CC(NC(=O)c3ccco3)CC2=O)cc1OC (centres undefined)	0.9%	6%
73	COc1ccccc1NC(=O)CSC1=Nc2ccccc2C2=NC(CC(=O)NCc3ccccc3)C(=O)N12 (centres undefined)	-0.5%	7%
74	COc1ccc(-c2cc3ccc(O)c(CN4CCC(C)CC4)c3oc2=O)cc1OC	-1.6%	-5%
75	CC(C)CNC(=O)C(=O)Nc1c2c(nn1-c1ccc(Cl)cc1)CSC2	2.8%	5%

4 entries already listed, arranged by their value in Epigenetic derep, descending:
No.	SMILES	Epigenetic derep
71	Cc1cc(=O)n(Cc2cccc(Cl)c2)c2c1c(C)nn2-c1ccccc1	1.5%
53	Cc1ccc(C(=O)n2nc(C)c(S(=O)(=O)N3CCOCC3)c2C)cc1C	0.0%
64	CCOc1ccccc1CNS(=O)(=O)c1cc2c(cc1C)NC(=O)CO2	-1.1%
62	CCc1ccc(NC(=O)CSC2=Nc3ccccc3C3=NC(CCC(=O)NCc4ccco4)C(=O)N23)cc1 (centres undefined)	-1.3%

Next part
no.	SMILES	Epigenetic derep	Tau fluor counter
76	COc1cccc(Cn2c(=O)n(CC3CCC(C(=O)N4CCCCC4)CC3)c(=O)c3sccc32)c1 (centres undefined)	0.0%	-7%
77	Cc1ccc(C(=O)CSc2nc3cc(C(=O)NC4CCCC4)ccc3c(=O)n2CC2CCCO2)cc1 (centres undefined)	1.5%	-1%
78	O=C(Cn1nc(C(F)(F)F)c2c1CCCC2)Nc1cccc(Cl)c1	-1.1%	?
79	Cc1cc(C)cc(N2C(=O)CS(=O)(=O)C23C(=O)N(Cc2ccccc2)c2ccccc23)c1 (centres undefined)	5.9%	-19%
80	CC1(C)N=C(SCc2ccc(F)cc2)c2ccccc2N1	1.3%	11µM*[quencher]
81	Cc1ccc(-n2ncc3c(N4CCN(Cc5ccccc5)CC4)ncnc32)cc1C	0.7%	-20%
82	Cc1ccc(N2CC(NC(=O)CCc3ccccc3)CC2=O)cc1 (centres undefined)	2.4%	-2%
83	CC1CCc2onc(C(=O)N3CCN(c4ccc(Cl)cc4)CC3)c2C1 (centres undefined)	2.5%	-9%
84	CCn1ccc2cc(S(=O)(=O)N3CCC(C(=O)NCCc4ccccc4Cl)CC3)ccc21	0.0%	-10%
85	COc1cccc2sc(N(Cc3cccnc3)C(=O)c3ccc4c(c3)OCCO4)nc12	-0.9%	-15%
86	Cc1ccc(N2CCN(c3nc4ccc(C)cc4n4nnnc34)CC2)c(C)c1	-1.1%	0%
87	O=C(CSc1n[nH]c(-c2ccccc2)n1)NCCCc1ccccc1	-4.2%	-10%
88	COc1ccccc1Nc1cc(C)nc2nc(-c3ccccc3)nn12	-0.5%	-5%
89	O=C1CC(c2nc(-c3ccc(Cl)cc3)no2)CN1c1ccc2c(c1)OCCO2 (centres undefined)	1.5%	-15%
90	Cc1ccc(C)c(NC(=O)CSc2ncc3c(n2)-c2ccc(Cl)cc2N(C)S3(=O)=O)c1	4.7%	-15%
91	Cc1cc(C)cc(N2C(=O)CSC23C(=O)N(CC(N)=O)c2ccccc23)c1 (centres undefined)	2.5%	-6%
92	COc1cccc(CSc2nc3n(n2)C(c2cccc(F)c2)C(C(=O)Nc2ccccc2C)=C(C)N3)c1 (centres undefined)	1.3%	-1%
93	COc1cccc2c1Oc1ncccc1N(c1ccc(C(=O)NCc3cccc(C)c3)s1)C2	3.2%	-19%
